Compound activity (PubChem BioAssay)
Pf Dd2 growth: blocks growth of Plasmodium falciparum Dd2 parasites; P. falciparum Dd2 growth, SYBR Green, 72 h; hits give low values; activity change, % at 10 µM; 94,000 compounds, 2.3% hits; AID 1159554; in the data active = activity change below about -80%; inconclusive = no clear call, values can overlap the other calls
GASC1 inh: KDM4C (human) demethylase inhibition; Q9H3R0; GST-KDM4C 2-372, H3K9me3 peptide, LANCE TR-FRET; inhibition, % at 12.5 µM; 96,000 compounds, 0.15% hits; AID 720574;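 active = mean replicate inhibition above about 25%, with at least 55% of replicates also reaching it, limit read from the data, passing the limit was not always enough; inconclusive = only one of those two conditions met; inactive = neither condition met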
Target sequence (Q9H3R0 2-372 limits assumed): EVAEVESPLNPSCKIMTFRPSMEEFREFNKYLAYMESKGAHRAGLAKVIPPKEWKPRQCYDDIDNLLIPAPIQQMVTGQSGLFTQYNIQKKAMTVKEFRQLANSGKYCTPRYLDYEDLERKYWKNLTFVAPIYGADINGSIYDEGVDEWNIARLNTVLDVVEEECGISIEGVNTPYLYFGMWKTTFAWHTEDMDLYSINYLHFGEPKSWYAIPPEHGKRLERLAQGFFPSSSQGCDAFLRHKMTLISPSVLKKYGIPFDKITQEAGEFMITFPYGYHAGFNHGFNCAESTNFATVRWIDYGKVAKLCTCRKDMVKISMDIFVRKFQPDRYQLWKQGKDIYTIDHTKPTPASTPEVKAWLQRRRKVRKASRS
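Test system: N-terminal GST-fused human GASC-1 (KDM4C) fragment, residues 2-372; quantity: GASC-1 enzyme at 10 nM final in reaction; dosing: single dose; schedule: 30 min demethylation and 1 h detection at room temperature; signal: LANCE TR-FRET, excitation 340 nm, emissions 618 and 671 nm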
Tcruzi prolif: blocks T. cruzi growth in NIH3T3 culture; T. cruzi beta-gal in NIH3T3, GalScreen luminescence, 90 h; inhibition, % at 8.34 µM; 77,000 compounds, 5.9% hits; AID 624255;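 active = mean inhibition above about 93%, with at least 55% of replicates each passing it, limit read from the data, passing the limit was not always enough; inconclusive = only one of those two conditions holds; inactive = neither condition holds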
C diff growth: inhibitors of Clostridium difficile growth; growth activity, negative = inhibition, % at 16 µg/mL (by protocol); 86,000 compounds, 0.25% hits; Clostridium difficile clinical isolate growth, OD600, 24 h; hits give low values;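 active = mean growth activity at or below -80% and every replicate also at or below -80%; inconclusive = mean at or below -80% but some replicate above -80%; inactive = mean growth activity above -80%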;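 also: 0% = DMSO wells and -100% = levofloxacin 16 µg/mL wells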
Starred values were filed as active, the others as inactive; u = inconclusive; x = not tested or not shown; & = joins results of further samples.

The line under a structure holds: Pf Dd2 growth | GASC1 inh | Tcruzi prolif | C diff growth
Cc1ccc(S(=O)(=O)Nc2ccc3c(c2)C(=O)N([C@H](C)CO)C[C@H](C)[C@@H](CN(C)S(=O)(=O)c2cccs2)O3)cc1
 : -37.2 | -2.3 | -101.0 | -3.9
O=C(Nc1ccc(F)cc1)N1CCCCN2[C@@H](CO)[C@H](c3ccc(-c4ccccc4F)cc3)[C@@H]2C1
 : -30.7 | x | 105.7* | 36.4
C[C@@H]1CN([C@@H](C)CO)C(=O)CCCn2nncc2CO[C@H]1CN(C)S(=O)(=O)c1ccc2ccccc2c1
 : -27.4&-0.4 | -1.1 | 5.6&30.3 | 8.4&0.0
C[C@H](CO)N1C[C@H](C)[C@H](CN(C)S(=O)(=O)c2cccs2)OCCCC[C@H](C)Oc2ccc(N(C)C)cc2C1=O
 : 12.7 | 4.0 | 80.1 | 0.2
CO[C@@H]1CN(C)C(=O)c2ccc(NS(=O)(=O)c3ccc(F)cc3)cc2OC[C@@H](C)N(C(=O)NC(C)C)C[C@H]1C
 : 20.9 | 1.4 | -78.7 | 4.1
CNC(=O)C[C@@H]1CC[C@H]2[C@H](COc3ccc(NC(=O)Nc4ccccc4F)cc3C(=O)N2C)O1
 : 4.8 | -0.4 | 34.5 | -1.5
O=C(C[C@@H]1C[C@H]2c3cc(NC(=O)c4ccc5c(c4)OCO5)ccc3O[C@H]2[C@H](CO)O1)NCC1CC1
 : 4.5 | 3.3 | 9.1 | 1.1
O=C(C[C@@H]1C=C[C@@H](NC(=O)Nc2ccc(F)cc2)[C@@H](CO)O1)NCc1cccc(F)c1
 : x | -0.7 | x | 2.3
CN1CCN(C(=O)C[C@@H]2CC[C@@H]3[C@H](COC[C@@H](O)CN3CC3CCCC3)O2)CC1
 : 19.5 | 3.4 | x | 12.0
O=S(=O)(c1ccccc1F)N1CCCCN2[C@H](CO)[C@@H](c3ccc(-c4cccnc4)cc3)[C@H]2C1
 : -4.9 | -1.2 | 70.0 | -3.1
Cc1ccc(-c2ccc3c(c2)O[C@@H](CN(C)C(=O)Nc2ccc(F)cc2)[C@@H](C)CN([C@H](C)CO)S3(=O)=O)cc1
 : -7.2 | -1.6 | 121.8* | 3.7
O=C(N[C@H]1C=C[C@@H](CC(=O)N2CCc3ccccc3C2)O[C@H]1CO)C1CCOCC1
 : 41.4 | -1.1 | x | 2.5
CCS(=O)(=O)Nc1ccc2c(c1)C(=O)N(C)C[C@@H](OC)[C@@H](C)CN(CCC(F)(F)F)[C@H](C)CO2
 : -0.2 | 0.7 | 21.7 | x
COc1ccc(S(=O)(=O)N[C@@H]2CC[C@@H](CC(=O)N3CCc4ccccc4C3)O[C@H]2CO)cc1
 : -25.6 | 1.5 | 29.5 | 0.7
O=C(C1CCCCC1)N1CC2(C1)[C@@H](c1ccccc1)[C@H](CO)N2Cc1nccs1
 : -9.4 | 1.0 | x | 5.4
C[C@H](CO)N1C[C@H](C)[C@@H](CN(C)C(=O)c2ccc3c(c2)OCO3)Oc2cc(/C=C/c3ccccc3)ccc2S1(=O)=O
 : -70.9&-70.4 | -4.1 | 118.9* | -5.0&-3.4
CNC(=O)C[C@@H]1CC[C@H]2[C@H](COc3ccc(NC(=O)Cc4cccs4)cc3C(=O)N2C)O1
 : 4.2 | 2.8 | 6.6 | -1.6
C[C@@H]1CN([C@@H](C)CO)C(=O)c2cc(C#CC3CC3)cnc2O[C@@H]1CN(C)Cc1ccccn1
 : -3.0 | 2.5 | 23.0 | 9.0
COc1ccc(NC(=O)N(C)C[C@@H]2OCCCC[C@@H](C)Oc3ccc(N(C)C)cc3C(=O)N([C@H](C)CO)C[C@@H]2C)cc1
 : x | 1.3 | 18.2 | -0.5
O=S(=O)(N[C@@H]1CC[C@@H](CCn2cc(-c3cccnc3)nn2)O[C@@H]1CO)c1ccccc1
 : -11.0 | -2.3 | -6.1 | -1.8
C[C@H]1CN([C@@H](C)CO)C(=O)c2cc(NC(=O)C3CC3)ccc2O[C@H]1CN(C)C(=O)Nc1cccc2ccccc12
 : -11.3 | 0.2 | 17.6 | -6.7
N#C[C@H]1[C@@H](c2ccccc2C2=CCCC2)[C@@H](CO)N1C(=O)C1CCOCC1
 : -12.1 | -0.1 | x | -2.9
Cc1ccc(S(=O)(=O)N[C@@H]2CC[C@H](CC(=O)NCc3ccc(Cl)c(Cl)c3)O[C@@H]2CO)cc1
 : 4.7 | 0.5 | 30.0 | 12.8
COC(=O)C[C@@H]1CC[C@@H]2[C@@H](COc3ccc(NC(=O)Nc4cccc(C)c4)cc3C(=O)N2C)O1
 : -9.5 | 2.1 | -33.5 | -5.8
CCNC(=O)[C@@H]1[C@@H](CO)[C@@H]2Cn3c(ccc(C4=CCCCC4)c3=O)[C@H]1N2Cc1cocn1
 : -0.7 | 0.8 | 47.3 | 2.6
CCC(=O)N1CC2(C1)CN(Cc1cccc(Cl)c1)[C@H](CO)c1c2c2ccc(OC)cc2n1C
 : -92.1* | -0.5 | x | 14.3
Cc1noc(C)c1NC(=O)Nc1ccc2c(c1)C(=O)N([C@@H](C)CO)C[C@H](C)[C@H](CN(C)CC1CC1)O2
 : 18.5 | -0.7 | 14.7 | 2.3
COc1ccc2c3c(n(C)c2c1)[C@H](CO)N(C(=O)C1CC1)CC31CCN(C)CC1
 : -85.9* | -1.3 | x | 3.2
C[C@@H]1CN([C@H](C)CO)C(=O)c2cc(NC(=O)Nc3ccc4c(c3)OCO4)ccc2O[C@@H](C)CCCCO[C@H]1CN(C)Cc1ccc(Cl)c(Cl)c1
 : -89.1* | -4.0 | 95.8 | 11.6
CCNC(=O)[C@H]1[C@H](CO)[C@H]2Cn3c(ccc(-c4cccc(F)c4)c3=O)[C@H]2N1Cc1nccs1
 : 0.7 | 3.2 | 59.4 | -1.9
O=C(Nc1ccc(C(F)(F)F)cc1)Nc1ccc2c(c1)[C@@H]1C[C@@H](CC(=O)N3CCc4ccccc4C3)O[C@@H](CO)[C@@H]1O2
 : -52.2 | 1.1 | 76.9 | 11.4
C[C@@H]1CCCCO[C@@H](CN(C)S(C)(=O)=O)[C@H](C)CN([C@@H](C)CO)C(=O)c2cc(NC(=O)Cc3ccccc3)ccc2O1
 : 15.4 | 1.0 | -22.4 | -2.7
COCC(=O)Nc1ccc2c(c1)OC[C@@H](C)N(Cc1cccnc1)C[C@H](C)[C@H](OC)CN(C)C2=O
 : 7.7 | 6.1 | x | -1.4
CNC[C@@H]1OCCCC[C@H](C)Oc2ccc(NC(=O)Nc3ccc4c(c3)OCO4)cc2C(=O)N([C@@H](C)CO)C[C@@H]1C
 : -22.9 | 0.2 | -1.1 | 5.2
C[C@H](CO)N1C[C@H](C)[C@H](CN(C)Cc2ccc(C(F)(F)F)cc2)Oc2ccc(NC(=O)CCCCCC(=O)Nc3ccccc3N)cc2CC1=O
 : -71.4 | -1.3 | 59.3 | -1.8
C[C@@H]1CN([C@@H](C)CO)C(=O)c2cccc(NS(=O)(=O)c3ccc(Cl)cc3)c2O[C@H]1CN(C)S(=O)(=O)c1ccccc1
 : 9.4 | -1.0 | 36.8 | 0.9
Cc1noc(C)c1NC(=O)Nc1ccc2c(c1)C(=O)N([C@@H](C)CO)C[C@@H](C)[C@@H](CN(C)Cc1ccc3c(c1)OCO3)OCCCC[C@H](C)O2
 : -67.0 | -0.4 | -19.0 | 2.8
CCN(C[C@@H]1[C@@H](c2ccc(-c3ccccc3F)cc2)[C@@H](CO)N1C(C)=O)C(C)=O
 : -16.9 | 2.5 | x | 3.4
C/C=C/c1cnc2c(c1)C(=O)N([C@@H](C)CO)C[C@@H](C)[C@@H](CN(C)C(=O)NC1CCCCC1)O2
 : 14.3 | 1.0 | 72.1 | 1.0
CC(C)NC(=O)Nc1ccc2c(c1)CC(=O)N([C@H](C)CO)C[C@@H](C)[C@@H](CN(C)S(C)(=O)=O)O2
 : 20.2 | -0.8 | -20.4 | -2.9
C[C@@H]1CN([C@@H](C)CO)C(=O)Cc2cc(NC(=O)CCCCCC(=O)Nc3ccccc3N)ccc2O[C@H]1CN(C)Cc1ccccc1
 : -73.7 | -0.3 | 82.2 | -12.9
COc1ccc(S(=O)(=O)N(C)C[C@H]2OCCCC[C@@H](C)Oc3ccc(NC(=O)Nc4ccc(F)cc4)cc3C(=O)N([C@H](C)CO)C[C@H]2C)cc1
 : -79.5 | -2.8 | u | 8.4
CO[C@H]1CN(C)C(=O)c2cc(NS(=O)(=O)c3ccccc3)ccc2OC[C@@H](C)N(C)C[C@@H]1C
 : x | -1.0 | -11.9 | -1.3
C[C@@H]1CN([C@H](C)CO)C(=O)c2cccc(NC(=O)C3CC3)c2O[C@@H]1CN(C)S(=O)(=O)c1cn(C)cn1
 : 54.1 | 2.9 | 18.5 | 0.0
O=C(C[C@H]1CC[C@@H](NC(=O)CC2CC2)[C@@H](CO)O1)NCc1ccccc1
 : 10.8 | 6.4 | x | -2.3
COc1ccccc1S(=O)(=O)N[C@H]1CC[C@@H](CC(=O)N2CCCCC2)O[C@@H]1CO
 : 21.5 | 1.3 | -29.0 | -2.0
COc1ccc2c3c(n(C)c2c1)[C@H](CO)N(C(=O)CN1CCOCC1)CC31CN(C(=O)Nc2cccc(F)c2)C1
 : 0.0 | -0.4 | x | 7.3
COc1ccc2c3c([nH]c2c1)[C@@H](CO)N(C(=O)c1cccnc1)CC31CCN(Cc2cccnc2)CC1
 : -13.8 | -0.2 | x | 3.4
C[C@@H](O)C#Cc1ccc([C@@H]2[C@@H](CO)N3CCCCN(C(=O)Nc4ccccc4)C[C@@H]23)cc1
 : -14.4 | 1.1 | 72.8 | 4.5
O=C(NCC[C@H]1CC[C@H](NS(=O)(=O)Cc2ccccc2)[C@@H](CO)O1)C1CCC1
 : 8.0 | -2.4 | -23.6 | x
CCCC#Cc1cnc2c(c1)C(=O)N([C@H](C)CO)C[C@@H](C)[C@H](CN(C)CCC)O2
 : -69.5 | 0.8 | 29.8 | -0.3
CNC[C@H]1OCCCC[C@@H](C)Oc2ccc(NC(=O)NC(C)C)cc2C(=O)N([C@H](C)CO)C[C@@H]1C
 : 29.6 | -0.9 | 9.6 | -5.4
COc1cccc(S(=O)(=O)N2CCCCN3[C@H](C2)[C@@H](c2ccc(-c4ccccc4)cc2)[C@@H]3CO)c1
 : -37.1 | 1.1 | 68.5 | -0.8
C[C@H]1CCCCO[C@H](CN(C)C(=O)C2CCCCC2)[C@@H](C)CN([C@@H](C)CO)C(=O)c2cc(NC(=O)c3ccncc3)ccc2O1
 : x | 0.0 | 4.6 | -1.7
C[C@@H]1CCCCO[C@H](CN(C)CC2CCCCC2)[C@H](C)CN([C@@H](C)CO)C(=O)c2cc(NS(=O)(=O)c3cccs3)ccc2O1
 : -54.8 | -0.5 | 89.0 | 11.1
O=C(Nc1ccccc1)Nc1ccc2c(c1)[C@H]1C[C@@H](CC(=O)N3CCOCC3)O[C@@H](CO)[C@H]1O2
 : -9.3 | -2.5 | 9.6 | -1.1
C[C@@H]1CN([C@@H](C)CO)C(=O)CCCn2nncc2CO[C@H]1CN(C)Cc1ccc2c(c1)OCCO2
 : 10.2&24.1 | 1.2 | 0.9&-26.9 | x
O=C(C[C@@H]1C[C@@H]2c3cc(NC(=O)Nc4ccc(C(F)(F)F)cc4)ccc3O[C@@H]2[C@H](CO)O1)NCc1cc(F)ccc1F
 : -21.1 | -1.2 | 36.7 | -14.8
C/C=C/c1ccc2c(c1)O[C@@H](CN(C)Cc1ccc(F)cc1)[C@@H](C)CN([C@H](C)CO)S2(=O)=O
 : -35.8 | 2.8 | 39.2 | -1.9
COc1ccc(S(=O)(=O)Nc2ccc3c(c2)C(=O)N([C@@H](C)CO)C[C@@H](C)[C@H](CN(C)Cc2ccc(C(=O)O)cc2)OCCCC[C@@H](C)O3)cc1
 : 29.4 | 11.2 | 30.2 | 1.4

The final three records of the section above are carried over, then new ones follow:
The line under a structure holds: Pf Dd2 growth | GASC1 inh | Tcruzi prolif | C diff growth
O=C(C[C@@H]1C[C@@H]2c3cc(NC(=O)Nc4ccc(C(F)(F)F)cc4)ccc3O[C@@H]2[C@H](CO)O1)NCc1cc(F)ccc1F
 : -21.1 | -1.2 | 36.7 | -14.8
C/C=C/c1ccc2c(c1)O[C@@H](CN(C)Cc1ccc(F)cc1)[C@@H](C)CN([C@H](C)CO)S2(=O)=O
 : -35.8 | 2.8 | 39.2 | -1.9
COc1ccc(S(=O)(=O)Nc2ccc3c(c2)C(=O)N([C@@H](C)CO)C[C@@H](C)[C@H](CN(C)Cc2ccc(C(=O)O)cc2)OCCCC[C@@H](C)O3)cc1
 : 29.4 | 11.2 | 30.2 | 1.4
COc1cccc(CNC(=O)C[C@H]2C=C[C@@H](NC(C)=O)[C@H](CO)O2)c1
 : -1.4 | -1.7 | -22.0 | -1.6
COc1ccc(NC(=O)N(C)C[C@@H]2Oc3ncccc3C(=O)N([C@H](C)CO)C[C@@H]2C)cc1
 : 17.9 | 14.9 | x | 1.2
C[C@H](CO)N1C[C@H](C)[C@H](CN(C)Cc2ccccc2)Oc2ccc(NC(=O)Nc3ccc4c(c3)OCO4)cc2CC1=O
 : -14.6 | -0.2 | 24.8 | -21.1
Cc1noc(C)c1NC(=O)Nc1cccc2c1O[C@@H](CN(C)C)[C@H](C)CN([C@H](C)CO)C2=O
 : 13.0 | -0.4 | x | -2.4
